Yeast eIF2B: GCN4-lacZ reporter reduction in eIF2B-epsilon mutant yeast, primary screen, S. cerevisiae, eIF2B-epsilon R284H, Beta-Glo luminescence | inhibition, % at 25 µM (by protocol) | 27,000 tested, 0.91% active | AID 688, 2007;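 active = mutant luminescence inhibited past about 50% while wild type luminescence and mutant growth stay under set limits, limit read from the data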; also: some compounds called inactive have numbers as strong as hits
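System: Yeast eIF2B-epsilon R284H mutant carrying GCN4–beta-galactosidase fusion | Read-out basis: Percent inhibition, luminescence and growth | Compound: 25 µM single dose | Times: 16 h at 30 °C exposure | Measured by: Luminescence and A595 | Buffer or medium: YPD medium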
Yeast growth tox: yeast growth toxicity, wild-type and mutant, primary screen, cytotoxicity control for eIF2B function restoration project, wild-type and eIF2Bepsilon R284H mutant, A595; S. cerevisiae wild-type growth, A595 turbidity, 16 h; growth inhibition, % at 25 µM (by protocol); 30,000 tested, 0.3% active;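 active = mutant and wild-type yeast strains alike exhibit over 30% growth inhibition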;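 also: 0% = untreated cell controls and 100% = YPD media blanks without cells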
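Test system: Wild-type and eIF2Bepsilon-R284H mutant S. cerevisiae, screened separately | Dosing: Single 25 µM compound dose in 0.2% DMSO | Schedule: 16 h compound exposure during growth at 30 °C | Detection: A595 turbidity | Evaluation: Growth inhibition (%) versus cell controls and blanks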
Yeast growth tox inhibition %: second read-out of Yeast growth tox, no call of its own (marks repeat the call); growth inhibition, %; S. cerevisiae eIF2Bepsilon-R284H mutant growth, A595 turbidity, 16 h;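 each compound tested once at 25 µM; 0% equals untreated cells and 100% equals cell-free medium blanks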
Yeast eIF2B mutant toxicity: second read-out of Yeast eIF2B, no call of its own (marks repeat the call); growth inhibition, %; measured here: mutant yeast growth, toxicity;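 each compound tested once at 25 µM; zero equals untreated control growth and 100 equals blank medium absorbance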
The depositor's hits bear a star; nt = not tested or not shown.

molecule	Yeast eIF2B	Yeast eIF2B mutant toxicity	Yeast growth tox	Yeast growth tox inhibition %
O=C1CC(c2ccccc2)n2nc(N3C(=O)c4ccccc4C3=O)nc2N1 (stereo not drawn)	-17.0	-4.5	6.9	-4.5
O=C(Cn1nnc(-c2ccc(Cl)cc2)n1)NC1CC2CCC1C2 (stereo not drawn)	27.8	-45.0	-3.8	-45.0
Cc1sc2nc(C(C)C)nc(SCC(=O)NCc3ccco3)c2c1C	8.6	-3.7	10.4	-3.7
COc1ccc(OC(=O)c2cccnc2)cc1	nt	nt	3.9	0.0
O=C(Oc1cccc(N2C(=O)CCC2=O)c1)c1ccccc1	12.5	3.7	-4.9	3.7
CCOc1ccc(N2CCCn3c2nc2c3c(=O)n(CCc3ccccc3)c(=O)n2C)cc1	10.7	-12.5	-48.0	-12.5
COc1ccc(C2N=C(c3ccccc3)C(C)(C)N2O)cc1 (stereo not drawn)	0.6	11.8	0.0	11.8
O=C(c1ccc(S(=O)(=O)NCC2CCCO2)cc1)N1CCc2ccccc21 (stereo not drawn)	27.4	8.3	15.4	8.3

molecule	Yeast eIF2B	Yeast eIF2B mutant toxicity	Yeast growth tox	Yeast growth tox inhibition %
CN(C)S(=O)(=O)N1CCCN(S(=O)(=O)N(C)C)CC1	7.8	20.0	18.8	20.0
CCOC(=O)c1c(CN2CCN(Cc3ccccc3)CC2)n(C)c2cc(Br)c(OC)cc12	nt	nt	5.5	0.0
CCCCN(CC)S(=O)(=O)c1ccc(C(=O)Nc2nnc(-c3cccs3)o2)cc1	19.8	-7.4	9.8	-7.4
O=C(Cn1cnc2ccccc2c1=O)NCc1ccc2c(c1)OCO2	nt	nt	13.6	13.0
COc1ccc(NC(=O)C2CC(=O)n3cnnc3S2)cc1 (stereo not drawn)	13.8	-5.6	-10.9	-5.6
C=CCOc1ccc(CNc2nccs2)cc1	11.9	22.6	0.9	22.6
O=C(N/N=C/c1ccc(O)cc1)/C(=C/c1ccc([N+](=O)[O-])cc1)NC(=O)c1ccccc1	13.9	15.0	5.0	15.0
CC1CCN(S(=O)(=O)c2ccc(NC(=O)CN3CCCC(C)C3)cc2)CC1 (stereo not drawn)	18.9	13.5	8.5	13.5

molecule	Yeast eIF2B	Yeast eIF2B mutant toxicity	Yeast growth tox	Yeast growth tox inhibition %
CCCCNC(=O)C1CCN(Cc2ccccn2)CC1	nt	nt	10.4	10.9
CC(=O)Nc1ccc(N(C)S(C)(=O)=O)cc1	12.2	13.5	15.8	13.5
Cc1cc(C)n(-c2nc(NCCO)c3c4c(sc3n2)CCCC4)n1	-4.0	4.5	-16.1	4.5
CCOc1cc(NS(=O)(=O)c2ccccc2)c(OCC)cc1NC(=O)c1ccco1	14.8	3.0	12.2	3.0
c1ccc(-c2nc(-c3ccncc3)no2)cc1	-5.2	12.9	17.2	12.9
O=C(O)CCC(=O)CCC(=O)c1ccccc1	14.9	-8.3	0.0	-8.3
COc1ccc(Cl)cc1NC(=O)c1ccoc1C	23.7	21.4	21.4	21.4
Cc1ccc(N2CCN(C(=O)c3ccccc3Br)CC2)c(C)c1	31.6	-16.7	-19.6	-16.7

One compound at a time (already shown). Values in the order: Yeast eIF2B	Yeast eIF2B mutant toxicity	Yeast growth tox	Yeast growth tox inhibition %
Listed for CC(=O)Nc1ccc(N(C)S(C)(=O)=O)cc1 → 12.2	13.5	15.8	13.5
Listed for Cc1cc(C)n(-c2nc(NCCO)c3c4c(sc3n2)CCCC4)n1 → -4.0	4.5	-16.1	4.5
Listed for c1ccc(-c2nc(-c3ccncc3)no2)cc1 → -5.2	12.9	17.2	12.9
Listed for COc1ccc(Cl)cc1NC(=O)c1ccoc1C → 23.7	21.4	21.4	21.4
Listed for CCOc1cc(NS(=O)(=O)c2ccccc2)c(OCC)cc1NC(=O)c1ccco1 → 14.8	3.0	12.2	3.0

(cont.)
molecule	Yeast eIF2B	Yeast eIF2B mutant toxicity	Yeast growth tox	Yeast growth tox inhibition %
CCOC(=O)c1oc2nc(CC(C)C)c3c(c2c1N)CCC3	28.9	-38.9	-16.7	-38.9
Cc1occc1C(=O)Nc1c(F)c(F)c(F)c(F)c1F	16.3	10.3	11.2	10.3
Cc1ccccc1-n1c(C)cc(/C=C2\NC(=O)NC2=O)c1C	32.8	-16.7	6.0	-16.7
N#Cc1nc(COc2ccc(Cl)cc2Cl)oc1N1CCN(c2ccccc2)CC1	19.5	-3.7	18.3	-3.7
CN(C)/C=C1/Nc2ccccc2C1=O	25.3	nt	13.1	0.0
C=C(C)COc1ccc(-c2nc(N)nc(C)c2Oc2ccccc2OC)c(O)c1	9.8	-5.6	9.4	-5.6
O=C(c1cccc(F)c1)N1CCC(N2CCOCC2)CC1	-10.7	10.8	18.9	10.8
COC(=O)CSc1ccc2nnc(-c3ccc(F)cc3)n2n1	21.7	nt	17.2	0.0

molecule	Yeast eIF2B	Yeast eIF2B mutant toxicity	Yeast growth tox	Yeast growth tox inhibition %
Cc1c(C(=O)N2CCN(c3ccccn3)CC2)oc2ccccc12	13.3	14.3	0.0	14.3
CCOC(=O)c1ccc(-c2n[nH]c(=O)c3ccccc23)cc1	-15.0	nt	-17.6	0.0
NC(=O)C1CCN(C(=O)CN2CCN(c3cccc(C(F)(F)F)c3)CC2)CC1	-16.2	-3.6	10.0	-3.6
CCc1cc2c3c(c(=O)oc2cc1OC)CCCC3	3.4	23.1	-17.2	23.1
Cc1c(C(N)=O)sc2ncn(CC(=O)OC(C)C)c(=O)c12	-13.8	nt	27.2	0.0
O=C(NCc1ccco1)c1cc(-c2cccnc2)nc2ccccc12	-1.7	-23.8	-0.5	-23.8
Cc1cc2c(cc(C(=O)OCC(=O)NCc3ccco3)n2C)s1	-39.0	-2.3	-2.4	-2.3
Cc1sc(NC(=O)CSc2nnc(C)c(=O)[nH]2)c(C#N)c1C	14.9	nt	3.1	0.0

molecule	Yeast eIF2B	Yeast eIF2B mutant toxicity	Yeast growth tox	Yeast growth tox inhibition %
CC(C)(C)NS(=O)(=O)c1ccc(NS(=O)(=O)Cc2ccccc2)cc1	24.7	10.8	21.1	10.8
COc1ccc(N2C(=O)c3ccc(C(=O)OC(C)C)cc3C2=O)cc1	31.2	3.9	7.9	3.9
COc1ccc(N(CC(=O)NCC2CCCO2)S(=O)(=O)c2ccc(C)cc2)cc1OC (stereo not drawn)	-15.8	6.1	18.9	6.1
CCC(C(=O)NCc1ccc(OC)cc1)n1nc(C)n2c(cc3occc32)c1=O (stereo not drawn)	47.0	-9.5	6.8	-9.5
CC1CN(C(=O)N2c3ccccc3Sc3ccccc32)C(C)CC1=O (stereo not drawn)	27.1	-7.7	-1.2	-7.7
CCSc1nnc2c(n1)OC(C)(C)Nc1ccccc1-2	7.6	nt	4.4	0.0
O=C(c1cnn2c(C(F)(F)F)cc(-c3cccs3)nc12)N1CCN(C(c2ccccc2)c2ccccc2)CC1	13.0	nt	nt	nt
CN1C(=O)Cc2cc(S(=O)(=O)N3CCOCC3)ccc21	8.8	13.5	2.9	13.5

molecule	Yeast eIF2B	Yeast eIF2B mutant toxicity	Yeast growth tox	Yeast growth tox inhibition %
CCc1nnc(NC(=O)CSc2nnc(-c3c[nH]c4ccccc34)n2CCOC)s1	34.8	-17.4	-6.7	-17.4
CNc1ccc(Br)cc(C(=O)/C=C/c2cccc(OC)c2)c1=O	-9.3	7.1	-3.4	7.1
CN(C)S(=O)(=O)c1cccc(NC(=O)COC(=O)c2ccc(Br)o2)c1	41.6	-23.8	13.0	-23.8
c1ccc(N(c2ccccc2)c2nc(-n3ccnc3)nc(-n3ccnc3)n2)cc1	94.8	100.0	100.9*	100.0*
O=C1N(CN2C(=O)C3(OCCO3)c3ccccc32)c2ccccc2C12OCCO2	27.3	-11.5	20.2	-11.5
CCOC(=O)N1CCN(C(=O)COc2ccc(Br)cc2)CC1	18.9	nt	10.3	0.0
CC(C)CCN1C(=O)c2ccc(C(=O)OCn3nnc4ccccc4c3=O)cc2C1=O	16.8	24.1	11.7	24.1
CCc1ccccc1NC(=O)CSc1nc2c(c(-c3ccco3)c1C#N)CCCC2	-22.7	9.1	3.8	9.1

molecule	Yeast eIF2B	Yeast eIF2B mutant toxicity	Yeast growth tox	Yeast growth tox inhibition %
C=CCC1c2cccc(C(=O)O)c2C(=O)N1c1cccc(C)c1 (stereo not drawn)	33.8	-10.3	-5.6	-10.3
COc1ccc(CCNC(=O)Cn2c(=O)oc3ccccc32)cc1OC	15.5	-3.5	6.2	-3.5
O=C(C1COc2ccccc2O1)N1CCc2ccccc21 (stereo not drawn)	32.8	-16.7	5.3	-16.7
Cc1c(Cl)cccc1NC(=S)NNc1ncc(C(F)(F)F)cc1Cl	nt	nt	30.7	15.6
CCOC(=O)c1c(O)c2ccccc2n(-c2ccccc2)c1=O	20.3	12.9	16.9	12.9
CCOc1ccccc1C1C(C(=O)Nc2ccccc2OC)=C(C)Nc2nnnn21 (stereo not drawn)	-15.7	-4.5	0.9	-4.5
COC(=O)NCc1cc2cc(Cl)ccc2[nH]1	10.5	nt	-5.3	0.0
Cc1ccc(S(=O)(=O)n2nc(OC(=O)c3cccs3)cc2N)cc1	34.8	-10.7	-31.1	-10.7

Some of these compounds in order of molar mass, falling.
molecule	Yeast eIF2B	Yeast eIF2B mutant toxicity	Yeast growth tox	Yeast growth tox inhibition %
Cc1c(Cl)cccc1NC(=S)NNc1ncc(C(F)(F)F)cc1Cl	nt	nt	30.7	15.6
O=C(C1COc2ccccc2O1)N1CCc2ccccc21 (stereo not drawn)	32.8	-16.7	5.3	-16.7
COC(=O)NCc1cc2cc(Cl)ccc2[nH]1	10.5	nt	-5.3	0.0

Going on with the list:
molecule	Yeast eIF2B	Yeast eIF2B mutant toxicity	Yeast growth tox	Yeast growth tox inhibition %
Cc1cccn2c(=O)c3cc(C(=O)NCCCn4ccnc4)n(C)c3nc12	22.3	-22.7	17.8	-22.7
COc1ccccc1N(CC(=O)NCC1CCCO1)C(=O)CCC(=O)Nc1nccs1 (stereo not drawn)	0.1	-13.6	-2.8	-13.6
O=C(Oc1cc(-c2ccccc2)no1)c1ccc(F)cc1	16.1	6.5	17.9	6.5
CCOC(=O)COc1ccc(C2NC(C(=O)O)CS2)cc1 (stereo not drawn)	11.8	-10.5	8.8	-10.5
c1ccc2oc(-c3ccc4nc[nH]c4c3)nc2c1	16.5	12.5	11.3	12.5
O=C(Cc1c(F)cccc1Cl)Nc1cccnc1	13.9	-4.3	8.6	-4.3
COc1ccc(-c2nnn(Cc3nn[nH]n3)n2)cc1OC	22.3	14.8	16.7	14.8
O=C(COc1ccc(F)cc1)NC1CC1	8.0	nt	nt	nt

molecule	Yeast eIF2B	Yeast eIF2B mutant toxicity	Yeast growth tox	Yeast growth tox inhibition %
Cc1cccc(-n2c(-c3ccncc3)n[nH]c2=S)c1	29.6	-13.0	4.5	-13.0
CC1(O)CC(=O)N(c2ccccc2)O1 (stereo not drawn)	-0.8	-7.5	12.9	-7.5
COc1ccc(C(=O)Nc2ccc(S(=O)(=O)N3CCc4ccccc43)cc2)cc1	7.7	nt	0.6	0.0
Oc1ccccc1-c1cc(-c2ccc3c(c2)OCCO3)n[nH]1	51.0*	nt	nt	nt
O=C(Nc1ccc(Cl)cn1)Nc1ccccc1F	32.7	-21.4	9.1	-21.4
CCN(C(=O)CSc1ncn[nH]1)c1cccc2ccccc12	20.8	-4.5	3.1	-4.5
N#CC1=C(SCc2ccccc2)NC(=O)C(C#N)C12CCCC2 (stereo not drawn)	-20.3	nt	nt	nt
Cc1c(N=C/C=C2\N(C)c3ccccc3C2(C)C)c(=O)n(-c2ccccc2)n1C	10.6	11.1	11.4	11.1

molecule	Yeast eIF2B	Yeast eIF2B mutant toxicity	Yeast growth tox	Yeast growth tox inhibition %
CCOC(=O)C(=O)Nc1ccccc1C(=O)Nc1ccc(OC)cc1	4.8	25.8	1.6	25.8
CCCCNC(=O)CC1SC(=NCC)N(CC)C1=O (stereo not drawn)	17.7	31.1	11.1	31.1
O=C(Cc1ccc(F)cc1)N(c1ccc(F)cc1)C1C=CS(=O)(=O)C1 (stereo not drawn)	-25.9	10.0	-1.3	10.0
Cc1ccc2nc(SCC(=O)NCC3CCCO3)c(C#N)cc2c1 (stereo not drawn)	21.0	-25.0	-0.3	-25.0

An excerpt; count on the stated rates, not on these rows.
